# Keap1-Nrf2 PPI = Keap1-Nrf2 protein-protein interaction inhibitors, primary screen, biochemical, fluorescence polarization, single point | Kelch-like ECH-associated protein 1 (Homo sapiens), Q14145 | Keap1 Kelch-Nrf2 peptide fluorescence polarization, 1536-well | inhibition, % at 9.4 µM | hit rate 0.15% among 340,000 | AID 504523, 2011; in the data active = inhibition above about 12%; inconclusive = no clear call, values can overlap the other calls; inactive = below about 7.3%;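 also: human Keap1 Kelch domain with fluorescein labeled Nrf2 9mer peptide probe; 0% = neutral control wells and 100% = peptide positive control; higher means more block of Keap1 binding to Nrf2 peptide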
# SR-BI uptake up = activators of SR-BI mediated DiI-HDL uptake, primary screen, ldlA[mSR-BI] CHO cells, DiI fluorescence | 3 h; 100 = double the neutral-control signal | activation, % at 12.5 µM | hit rate 0.096% among 320,000 | AID 504775, 2011;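 active = mean replicate activation of at least 60% and every replicate at or above 60%; inconclusive = mean or all-replicate condition met, but not both; inactive = mean below 60% and not all replicates reaching 60%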;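 also: 0% = median plate neutral-control signal and 100% = twice that signal; values of inactives mirror those of a sister screen read the other way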
#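 System: CHO ldlA[mSR-BI] cells / Medium: HEPES-buffered (25 mM, pH 7.4) F12 plus 0.5% BSA / Probe or stimulus: labelled HDL, 10 µg/mL / Doses: single compound concentration, delivered by pin transfer / Schedule: 3 h, 37 °C / Measured by: DiI fluorescence, bottom read / Measure: cell-associated DiI fluorescence as measure of HDL uptake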
# CAL PDZ FP-1 = CAL PDZ peptide-binding inhibitors, primary screen, biochemical, fluorescence polarization, Cer-tagged CAL PDZ, HTS; Golgi-associated PDZ and coiled-coil motif-containing protein (Homo sapiens), Q9HD26; AID 504414, 2011; purified CAL PDZ, TMR-peptide fluorescence polarization, 1 h; hit rate 0.02% among 330,000; inhibition, % at 20 µM;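 active = highest replicate inhibition of at least 40%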;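 also: plate controls were DMSO neutral control wells for no effect and unlabeled competitor peptide control wells for full effect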
#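 Material – purified CerCALP PDZ construct · Detection – FP readout, S and P plane fluorescence · Measure – percent inhibition from loss of millipolarization · Controls – unlabelled peptide for full inhibition, DMSO wells as neutral · Probe or stimulus – TMR-labelled reporter peptide T*-PRC34 bound in PDZ groove · Times – 1 h at RT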
# PKA-R2B activ = activators of PKA-R2B holoenzyme, primary screen, biochemical, fluorescence polarization, Cy5-IP20, human; cAMP-dependent protein kinase catalytic subunit beta (Homo sapiens) + cAMP-dependent …; PKA-R2B holoenzyme dissociation; R2B truncated from residue 108, S112A mutant; 0% DMSO only, 100% 113 µM cGMP; activation, % at 11.4 µM; hit rate 0.079% among 340,000;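 active = activation above a cutoff set at the mean over all compounds plus 3 SD, cut at about 18% in these data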;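 also: higher means more holoenzyme dissociation and a rise in polarization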
# Target sequence (P31323 whole entry, looked up, other chains not shown, the tested form may be a part): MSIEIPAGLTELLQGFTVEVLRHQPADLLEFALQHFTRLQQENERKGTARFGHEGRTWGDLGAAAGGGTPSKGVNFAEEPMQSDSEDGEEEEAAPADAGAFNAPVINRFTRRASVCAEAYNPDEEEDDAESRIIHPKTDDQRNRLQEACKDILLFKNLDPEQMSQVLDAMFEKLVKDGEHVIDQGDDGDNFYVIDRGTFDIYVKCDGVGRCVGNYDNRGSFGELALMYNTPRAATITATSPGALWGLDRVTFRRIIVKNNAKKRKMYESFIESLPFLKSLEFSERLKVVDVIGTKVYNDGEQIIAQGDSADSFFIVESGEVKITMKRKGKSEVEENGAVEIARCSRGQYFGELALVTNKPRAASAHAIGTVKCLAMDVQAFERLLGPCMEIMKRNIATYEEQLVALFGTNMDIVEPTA
# cardiac RTF act = cardiac RTF calcium sensitivity activators, primary screen, biochemical, IANBD-TnC fluorescence, EC20 calcium. Troponin I, cardiac muscle (Homo sapiens) + Troponin T, cardiac muscle (Homo sapiens) + …. IANBD-labeled TnC RTF fluorescence at EC20 calcium; 0% EC20 calcium, 100% full calcium. activation, % at 7.2 µM. hit rate 0.24% among 340,000. AID 493008, 2010;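 active = activation above the mean over all tested compounds plus 3 SD, cut at about 30% in these data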;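 also: rise in fluorescence read as greater calcium sensitivity of cardiac thin filaments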
# DAGLB inh = DAGLB lipase inhibitors, primary screen, biochemical, fluorescence, HTS; HEK293T DAGLB membrane lysate, EnzChek fluorogenic substrate; inhibition, % at 5.17 µM; Diacylglycerol lipase-beta (Homo sapiens), Q8NCG7; hit rate 0.059% among 340,000; in the data active = inhibition above about 34%;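 also: 0% = enzyme with vehicle and 100% = wells lacking enzyme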
# Target sequence (Q8NCG7 whole entry, looked up): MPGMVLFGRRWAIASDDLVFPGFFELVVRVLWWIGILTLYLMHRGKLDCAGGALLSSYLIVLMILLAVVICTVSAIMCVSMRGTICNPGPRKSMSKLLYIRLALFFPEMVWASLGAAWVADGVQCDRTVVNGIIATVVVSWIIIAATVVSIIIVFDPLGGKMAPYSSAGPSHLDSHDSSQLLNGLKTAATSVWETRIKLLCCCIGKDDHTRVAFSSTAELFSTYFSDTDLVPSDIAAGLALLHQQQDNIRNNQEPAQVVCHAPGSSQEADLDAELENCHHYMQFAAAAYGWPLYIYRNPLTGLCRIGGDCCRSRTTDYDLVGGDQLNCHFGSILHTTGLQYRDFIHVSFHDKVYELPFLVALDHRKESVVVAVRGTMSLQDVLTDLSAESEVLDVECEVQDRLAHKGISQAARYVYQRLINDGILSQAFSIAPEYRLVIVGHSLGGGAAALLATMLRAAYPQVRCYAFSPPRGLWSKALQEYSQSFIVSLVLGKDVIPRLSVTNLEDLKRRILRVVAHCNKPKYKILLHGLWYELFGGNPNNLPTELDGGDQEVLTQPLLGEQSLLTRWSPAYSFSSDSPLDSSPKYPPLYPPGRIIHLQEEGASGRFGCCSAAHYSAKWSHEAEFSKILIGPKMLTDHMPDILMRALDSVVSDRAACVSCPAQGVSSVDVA
# Cardiac RTF inh = cardiac RTF calcium sensitivity inhibitors, primary screen, biochemical, IANBD-TnC fluorescence, EC70 calcium. Troponin I, cardiac muscle (Homo sapiens) + Troponin T, cardiac muscle (Homo sapiens) + …. hit rate 0.12% among 340,000. IANBD-labeled cardiac RTF, Ca2+ fluorescence. inhibition, % at 7.15 µM;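 active = inhibition above the mean inhibition of all tested compounds plus 3 SD, cut at about 17% in these data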;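 also: assay run at fixed EC70 calcium of 1.6 mM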
# LANA DNA inh = inhibitors of KSHV C-LANA binding to DNA, primary screen, biochemical, fluorescence polarization, FAM-LBS DNA, MBP-C-LANA, single point; AID 504423, 2011; inhibition, % at 9 µM; hit rate 0.078% among 340,000; Kaposi's sarcoma herpesvirus LANA C-terminal domain (residues 932-1162) DNA binding;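 active = highest replicate inhibition at or above 60% at 9 µM, even if other replicates fall short; inactive = all replicates below 60% inhibition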;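 also: 0% = neutral control wells and 100% = 4 µM acridine orange control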
# Rtt109 Vps75 = inhibitors of C. albicans Rtt109/Vps75 HAT, primary screen, biochemical, ThioGlo CoA-SH fluorescence, plate reader; Histone acetyltransferase RTT109 (Candida albicans (strain SC5314 / ATCC MYA-2876)), …; purified Rtt109/Vps75, 4 h; inhibition, % at 34.9 µM; hit rate 0.16% among 330,000; AID 540336, 2011;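 active = inhibition of at least 50% in every replicate; inconclusive = best replicate reaches 50% inhibition but some replicates fall short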
# CAL PDZ FP-2 = untagged CAL PDZ binding inhibitors, primary screen, biochemical, fluorescence polarization, HTS; inhibition, % at 24.9 µM; purified CAL PDZ, TMR-peptide fluorescence polarization, 1 h; hit rate 0.92% among 300,000; Golgi-associated PDZ and coiled-coil motif-containing protein (Homo sapiens), Q9HD26; AID 602252, 2012;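 active = mean inhibition of at least 30% with at least half of replicates also reaching 30%; inconclusive = no clear call, values can overlap the other calls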;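 also: 0% = DMSO neutral control and 100% = excess unlabeled competitor peptide PRC23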
# Numbers without * were called inactive; ? = inconclusive; nt = not tested or not shown.
SMILES,Keap1-Nrf2 PPI,SR-BI uptake up,CAL PDZ FP-1,PKA-R2B activ,cardiac RTF act,DAGLB inh,Cardiac RTF inh,LANA DNA inh,Rtt109 Vps75,CAL PDZ FP-2
CCOC(=O)c1c(NCc2ccccc2)n[nH]c1C,-1,-4,-0.1,6,-4,-1,-2,-1.4,-2,-10
COc1ccc(/C=C2/CC/C(=C\c3ccc(OC)c(OC)c3OC)C2=O)c(OC)c1OC,3,-56,-1.7,7,-2,-6,13,-0.6,10,-4
O=C(NCc1ccccn1)Nc1cccc(Cl)c1Cl,0,nt,-1.1,-2,-2,-2,0,-0.2,-4,-1
O=C(c1cc(COc2ccccc2)on1)N1CCCC(CN2CCOCC2)C1 (stereo not drawn),1,-2,-1.1,4,0,3,-11,0.7,-4,53*
CCC(C)C(NC(=O)C1CCC(C)CC1)C(=O)Nc1ccc(OC)cc1OC (stereo not drawn),0,-79,nt,5,1,-1,2,2.3,-2,-3
COc1ccc(CNC(=O)C(c2ccco2)N(C(=O)c2ccccn2)c2ccccc2)cc1 (stereo not drawn),2,28,-1.2,-2,1,-2,-5,-0.8,-1,2
Cc1ccc(S(=O)(=O)N2CCCN(S(=O)(=O)C3CCS(=O)(=O)C3)CC2)cc1 (stereo not drawn),6,1,nt,3,-2,-2,-4,0.5,4,0
Cc1ccc(S(=O)(=O)NC(=O)CSc2nc3ccccc3s2)cc1,1,-4,-0.7,-11,-6,3,-3,2.9,-7,-4
Cc1ccc(OCc2cc(C(=O)N(C)Cc3cnc4ccccn34)no2)cc1C,-2,11,-2.8,-5,-1,-1,1,-0.1,-4,-1
Cc1ccc(N/C(N)=N/c2nc(CSc3ccccn3)cc(=O)[nH]2)c(C)c1,-3,4,0.1,6,11,1,-7,-0.3,2,1
O=C(CNS(=O)(=O)Cc1ccccc1)NCc1ccccc1,-7,nt,-2.7,-9,2,3,-10,-0.3,3,-4
O=C(c1ccco1)N1CCN(CC2CC3C=CC2C3)CC1 (stereo not drawn),-2,7,-0.3,-2,3,1,-7,0.7,3,-2
O=C1c2ccccc2-c2ccc(C(=O)N3CCOCC3)cc21,-4,-17,-4.4,0,9,1,10,1.6,-3,-2
Cc1ccc(C)c(NC(=O)CN(C)C(=O)c2cc(S(=O)(=O)N3CCOCC3)ccc2N2CCCC2)c1,-6,14,-1.0,-2,2,-1,2,0.0,-3,nt
CCOC(=O)c1c(C)oc(NC(=O)COc2ccc(Cl)cc2C)c1C#N,-1,16,-2.0,-9,4,-5,-6,0.6,10,nt

# Pulled by compound from the entries so far (4):
SMILES,Keap1-Nrf2 PPI,SR-BI uptake up,CAL PDZ FP-1,PKA-R2B activ,cardiac RTF act,DAGLB inh,Cardiac RTF inh,LANA DNA inh,Rtt109 Vps75,CAL PDZ FP-2
Cc1ccc(N/C(N)=N/c2nc(CSc3ccccn3)cc(=O)[nH]2)c(C)c1,-3,4,0.1,6,11,1,-7,-0.3,2,1
CCOC(=O)c1c(NCc2ccccc2)n[nH]c1C,-1,-4,-0.1,6,-4,-1,-2,-1.4,-2,-10
Cc1ccc(C)c(NC(=O)CN(C)C(=O)c2cc(S(=O)(=O)N3CCOCC3)ccc2N2CCCC2)c1,-6,14,-1.0,-2,2,-1,2,0.0,-3,nt
CCOC(=O)c1c(C)oc(NC(=O)COc2ccc(Cl)cc2C)c1C#N,-1,16,-2.0,-9,4,-5,-6,0.6,10,nt

# Results in PKA-R2B activ, cardiac RTF act and Rtt109 Vps75, for 3 of the compounds above:
Molecule,PKA-R2B activ,cardiac RTF act,Rtt109 Vps75
Cc1ccc(S(=O)(=O)NC(=O)CSc2nc3ccccc3s2)cc1,-11,-6,-7
Cc1ccc(OCc2cc(C(=O)N(C)Cc3cnc4ccccn34)no2)cc1C,-5,-1,-4
Cc1ccc(N/C(N)=N/c2nc(CSc3ccccn3)cc(=O)[nH]2)c(C)c1,6,11,2

# The list continues:
SMILES,Keap1-Nrf2 PPI,SR-BI uptake up,CAL PDZ FP-1,PKA-R2B activ,cardiac RTF act,DAGLB inh,Cardiac RTF inh,LANA DNA inh,Rtt109 Vps75,CAL PDZ FP-2
COc1ccc(C2COC(=O)C2=N)c(NC(=O)c2ccccc2)c1 (stereo not drawn),0,16,0.0,0,-3,-1,-11,0.2,-4,-6
COc1ccc(NC(=O)[C@@H]2CCCN2S(=O)(=O)c2ccccc2F)cc1S(=O)(=O)N1CCCCC1,-1,-21,-0.7,1,-3,0,3,6.0,-4,nt
CC(O)c1cccc(NC(=O)CC(c2ccccc2)c2ccccc2)c1 (stereo not drawn),-3,-44,-3.4,11,-6,0,-8,-4.1,-1,5
COc1cccc(COC(=O)C2CCN(S(=O)(=O)c3ccc(Cl)cc3)CC2)c1OC,0,16,-2.9,-2,0,-9,-3,0.5,-1,-4
CN(C)S(=O)(=O)c1ccc(C(=O)NCCSc2ccc(Br)cc2)cc1,-3,-6,-0.9,-5,-1,-3,-1,2.0,16,-2
N/C(=N\OC(=O)CC1CCCCC1)c1cccnc1,-1,1,0.0,4,-1,-1,5,-1.6,-8,-7
Cc1cc(/C=N/N2CCN(C)CC2)c(C)n1-c1ccc(Cl)cc1,-6,7,-0.3,-10,-3,0,3,0.5,0,-5
Cc1cc(N2CCN(C/C=C/c3ccccc3)CC2)n2ncnc2n1,0,24,-2.0,0,1,-1,-6,-0.3,nt,-5
COc1ccccc1C(CNC(=O)c1ccc(OCc2c(C)noc2C)cc1)N1CCCC1 (stereo not drawn),-13,-57,0.1,-6,-5,-4,3,-3.1,0,-3
Cc1nc2cc(CC(=O)O)ccc2o1,4,10,0.5,13,-2,-2,-8,-0.1,-3,0
CS(=O)(=O)CCC(C(=O)n1nnc2ccccc21)N1C(=O)c2ccccc2C1=O (stereo not drawn),3,21,-1.1,-3,-1,-1,-1,-0.8,-12,-1
CCN(CC)C(=O)COc1coc(CN2CCN(c3ccccc3F)CC2)cc1=O,-1,11,-2.1,-4,1,-6,-4,-0.7,-1,-3
Cc1cc(N2C(=O)c3ccc(C(=O)Nc4ccccc4O)cc3C2=O)no1,-7,7,-1.5,3,1,4,3,-2.2,-9,-1
O=C(CCn1c(=O)c2cccn2c2ccc(F)cc21)NCCc1ccccc1,1,-14,-0.9,-5,-6,-3,-4,3.8,2,-8
Cc1cc(C)cc(NC(=O)Cn2nnc(C(=O)NCc3ccco3)c2N)c1,-5,4,0.0,3,1,-1,-1,-1.1,4,nt
Cn1c(SCC(=O)Nc2ccc3c(c2)OCCO3)nnc1-c1cccnc1,0,3,-0.6,8,-1,-3,-9,0.7,-1,-4
COc1ccc(N2CCN(S(=O)(=O)c3cc(C)ccc3OC)CC2)cc1,-1,-1,0.4,-1,-3,-2,-4,-1.9,-2,nt
Cc1ccc(C)n1-c1ccc(C(=O)NCc2cccnc2)cc1,-8,2,-1.1,9,3,0,8,-0.8,0,0
O=c1[nH]cnc(O)c1Nc1cccc(Cl)c1,-5,?,0.0,-13,-4,4,2,-2.0,3,-4
CCN1CCN(C(=O)C23CCC(C)(C(=O)C2Br)C3(C)C)CC1 (stereo not drawn),-5,1,1.0,-1,2,1,-10,0.9,6,5
CCOc1ncccc1C(=O)NCc1ccccc1Cl,-5,16,-3.8,0,4,0,-3,-0.8,-2,-7
CC(C)(C)c1ccc(C(=O)NCCCn2ccnc2)cc1,2,45,1.0,-4,-4,0,-4,0.5,10,-4
Cc1[nH]n2c(=O)c3c(nc2c1-c1ccccc1)CCC3,-5,2,-2.1,-18,0,-1,3,-0.3,4,nt
Cc1sc(NC(=O)CN2CCOCC2)c(C(=O)c2ccccc2)c1C,-5,nt,-4.7,-1,1,-5,0,0.2,2,-1
O=C(O)C1C2CCC(O2)C1C(=O)Nc1ccc(F)cc1 (stereo not drawn),2,18,nt,10,-7,1,-1,-1.2,-7,0
CN(CCOc1ccc(Cl)cc1)C(=O)c1cc(-c2ccco2)nc2ccccc12,-1,-12,-3.9,-7,-1,-2,-3,2.5,5,-5
COCc1nc2oc3ccc(C)cc3c(=O)c2cc1C(=O)OC,-1,-24,nt,3,-6,-1,9,-1.9,2,-3
Cc1nn(Cc2cccc(C(=O)NC34CC5CC(CC(C5)C3)C4)c2)c(C)c1Br,3,-5,-4.6,-1,2,-7,2,0.2,nt,0
CCn1c(SCc2ccc(OC)cc2)nnc1-c1ccncc1,0,-1,-2.0,11,-2,2,-4,-0.8,0,-2
O=C1N=C2SCCN2/C1=C\c1c(Cl)cccc1Cl,-4,9,-1.7,-23,2,11,-1,2.8,2,-2
CCCCOc1ccc(-c2nnc(-c3ccco3)o2)cc1,-2,1,-0.5,-3,3,-14,-8,0.2,19,1
CCCN(CC(=O)Nc1ccccc1C)C(=O)Cc1c[nH]c2ccccc12,-4,-34,-2.0,5,-1,3,-4,0.2,7,-2
Cc1cccc(N2CCN(c3cccc(C)c3)C2c2cccnc2)c1,-2,23,-0.1,-1,-4,-4,0,-2.1,2,0
C=CCNC(=S)Nc1ccc2nc(C)c(C)nc2c1,2,-5,-2.5,1,-1,0,1,2.1,-1,13
CC1CCc2nc3ccc(S(=O)(=O)N4CCC(C(=O)N5CCCCC5)CC4)cc3c(C(=O)O)c2C1 (stereo not drawn),-5,nt,-0.4,-11,3,-1,-5,1.0,-2,nt
